Compound activity from PubChem BioAssay.
mut p53 react – mutant p53 pathway re-activators, primary screen, cell-based, SW480, luciferase, single point, HTS. SW480 PUMA-promoter luciferase, p53 mutant reactivation. activation, % at 9.98 µM. 1.5% of 28,000 active; in the data active = activation above about 52%
STK33 inh – STK33 kinase inhibitors, primary screen, biochemical, luminescence, ADP-Glo, MBP substrate; Serine/threonine-protein kinase 33 (Homo sapiens), Q9BYT3; inhibition, % at 12.5 µM; 0.44% of 27,000 active; in the data active = inhibition above about 20%
Target sequence (Q9BYT3 whole entry, looked up): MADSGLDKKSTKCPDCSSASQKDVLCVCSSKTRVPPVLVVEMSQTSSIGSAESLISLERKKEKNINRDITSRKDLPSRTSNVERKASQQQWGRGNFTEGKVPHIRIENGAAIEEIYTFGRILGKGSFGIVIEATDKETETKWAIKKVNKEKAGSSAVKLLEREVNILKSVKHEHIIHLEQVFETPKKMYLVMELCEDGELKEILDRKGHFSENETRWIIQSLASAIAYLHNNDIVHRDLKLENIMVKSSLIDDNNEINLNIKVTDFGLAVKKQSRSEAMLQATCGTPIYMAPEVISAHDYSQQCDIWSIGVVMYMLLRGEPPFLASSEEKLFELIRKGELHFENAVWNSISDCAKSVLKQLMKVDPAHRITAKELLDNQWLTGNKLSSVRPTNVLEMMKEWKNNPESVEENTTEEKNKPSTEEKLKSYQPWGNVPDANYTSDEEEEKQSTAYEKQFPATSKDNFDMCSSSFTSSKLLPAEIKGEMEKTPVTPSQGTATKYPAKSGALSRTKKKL
Numbers without * were called inactive; · = not tested or not shown. Some of the compounds tested; the hit share may differ from the screen's.

Structure	mut p53 react	STK33 inh
CSc1ccccc1-n1nnnc1SCC(=O)Nc1cc(C)ccc1C	-1.3	-2.9
Cc1cc(C(=O)Nc2cccc3c2O[C@H](CN(C)CC2CC2)[C@@H](C)CN([C@@H](C)CO)C3=O)n(C)n1	5.2	·
COc1ccc(NC(=O)N(C)C[C@H]2Oc3ccc(NS(=O)(=O)c4ccc(OC)cc4)cc3C(=O)N([C@@H](C)CO)C[C@@H]2C)cc1	·	-1.6
Cc1noc(C)c1NC(=O)N(C)C[C@@H]1Oc2ccc(NC(=O)C3CCCCC3)cc2CC(=O)N([C@H](C)CO)C[C@H]1C	·	-5.8
CCOC(=O)NC1c2ccccc2Sc2ccc(Cl)cc21 (centres undefined)	-18.0	·
CC(=O)OCC(=O)[C@@]1(O)CCC2C3C[C@H](C)C4=CC(=O)C=CC4(C)C3[C@@H](O)CC21C (some centres undefined)	·	-1.2
CC(=O)N1C(=S)NC(=O)C1c1ccccc1 (centres undefined)	·	-0.7
COCCCNC(=O)c1cc(-c2ccccn2)nc2ccc(Br)cc12	7.3	7.5
Cc1ccccc1NC(=O)CCCC(=O)O	-14.5	-0.6
CCCC(O)C#Cc1cnc2c(c1)C(=O)N([C@H](C)CO)C[C@H](C)[C@H](CN(C)S(=O)(=O)c1cccc(F)c1)O2 (some centres undefined)	·	0.8
COCCOC(=O)N1C(=O)[C@@]2(c3cc(C#Cc4ccc(OC)cc4)ccc31)[C@H](C(=O)N1CCc3cc(OC)c(OC)cc3C1)[C@H]1C(=O)O[C@H](c3ccccc3)[C@H](c3ccccc3)N1[C@@H]2c1ccccc1OCCO	·	17.8
COc1ccc(CN(C)C[C@H]2Oc3ccc(NS(=O)(=O)c4ccc(OC)cc4)cc3C(=O)N([C@H](C)CO)C[C@@H]2C)cc1	6.1	·
C[C@@H]1CN([C@H](C)CO)C(=O)Cc2cc(NS(=O)(=O)c3ccc(Cl)cc3)ccc2O[C@@H]1CN(C)C(=O)Nc1cccc2ccccc12	·	-0.3
CC1(C)C=Cc2c(c(CCO)c3occ(-c4ccc(O)c(O)c4)c(=O)c3c2O)O1	1.9	11.0
C[C@@H]1CN([C@@H](C)CO)C(=O)c2cc(NC(=O)C3CC3)ccc2O[C@H]1CN(C)Cc1ccncc1	13.4	·
Cc1ccc(S(=O)(=O)N(C)C[C@@H]2Oc3ccc(NC(=O)Nc4ccc5c(c4)OCO5)cc3C(=O)N([C@@H](C)CO)C[C@H]2C)cc1	·	-0.3
NC(=O)c1c(NC(=O)C2CC(=O)N(c3ccc(Cl)cc3)C2)sc2c1CCCC2 (centres undefined)	8.9	3.0
CC(C)NC(=O)N(C)C[C@H]1Oc2ccc(N(C)C)cc2C(=O)N([C@H](C)CO)C[C@H]1C	·	-3.1
C[C@H](CO)N1C[C@H](C)[C@@H](CN(C)Cc2ccc(C(F)(F)F)cc2)Oc2ccc(NC(=O)C3CC3)cc2C1=O	1.7	·
C[C@H](CO)N1C[C@H](C)[C@H](CN(C)Cc2ccc3c(c2)OCO3)Oc2ccc(NC(=O)Nc3ccc(F)cc3)cc2C1=O	-48.4	-3.8
C[C@@H]1CCCCO[C@@H](CN(C)C(=O)Nc2ccccc2)[C@@H](C)CN([C@H](C)CO)C(=O)c2cc(NC(=O)c3ccncc3)ccc2O1	·	-1.0
C[C@H]1CC2C([C@@H](O)C[C@@]3(C)C2CC[C@]3(O)C(=O)CO)[C@@]2(C)C=CC(=O)C=C12 (some centres undefined)	·	-0.6
C[C@H](CO)N1C[C@H](C)[C@H](CN(C)S(=O)(=O)c2ccc(Cl)cc2)Oc2ccc(NS(C)(=O)=O)cc2C1=O	·	-0.6
Cc1noc(C)c1S(=O)(=O)Nc1ccc2c(c1)CC(=O)N([C@@H](C)CO)C[C@@H](C)[C@@H](CN(C)C(=O)NC1CCCCC1)O2	9.2	-0.3
O=[N+]([O-])c1cccc2cn[nH]c12	14.9	-2.7
C[C@H](CO)N1C[C@H](C)[C@@H](CN(C)C(=O)Nc2ccc(C(F)(F)F)cc2)Oc2c(NS(=O)(=O)c3ccc(Cl)cc3)cccc2C1=O	3.7	·
COc1ccc(S(=O)(=O)Nc2ccc3c(c2)C(=O)N([C@H](C)CO)C[C@H](C)[C@@H](CN(C)C(=O)CCCN(C)C)OCCCC[C@@H](C)O3)cc1	·	4.8
C[C@H](CO)N1C[C@H](C)[C@@H](CN(C)Cc2cncnc2)Oc2cc(/C=C/c3ccccc3)ccc2S1(=O)=O	-18.6	·
Cc1[nH]c(=O)[nH]c(=O)c1NS(=O)(=O)c1ccc2c(c1)CCCC2	0.5	0.8
COc1ccc(NC(=O)N(C)C[C@@H]2OCc3cnnn3CCCC(=O)N([C@@H](C)CO)C[C@H]2C)cc1	·	-0.8
C[C@@H]1CCCCO[C@H](CN(C)Cc2ccc(C(F)(F)F)cc2)[C@@H](C)CN([C@H](C)CO)C(=O)c2cc(NS(=O)(=O)c3ccc(Cl)cc3)ccc2O1	·	2.1
C[C@@H]1CCCCO[C@H](CN(C)C(=O)CCC(F)(F)F)[C@@H](C)CN([C@H](C)CO)C(=O)c2cc(NS(=O)(=O)c3ccc(Cl)cc3)ccc2O1	·	2.5
COc1ccc(-c2cnc3c(c2)C(=O)N([C@H](C)CO)C[C@H](C)[C@H](CN(C)C(=O)NC2CCCCC2)O3)cc1	·	1.2
C[C@@H]1O[C@@H](O[C@@H]2[C@@H](O)[C@H](O[C@@H]3[C@@H](O)[C@H](C)O[C@@H](O[C@H]4[C@H](O[C@H]5CC[C@@]6(C)C(CC[C@]7(C)C6CC=C6[C@@H]8CC(C)(C)CC[C@]8(C(=O)O)CC[C@]67C)[C@]5(C)CO)OC[C@H](O)[C@@H]4O)[C@@H]3O)O[C@H](CO)[C@H]2O[C@@H]2O[C@H](CO)[C@@H](O[C@@H]3OC[C@@H](O)[C@H](O)[C@H]3O)[C@H](O)[C@H]2O)[C@H](O)[C@H](O)[C@H]1O (some centres undefined)	-9.9	-3.0
Cc1ccc(S(=O)(=O)Nc2ccc3c(c2)C(=O)N([C@@H](C)CO)C[C@H](C)[C@@H](CN(C)C(=O)Nc2ccc(F)cc2)O3)cc1	·	-0.4
COc1ccccc1-c1cnc2c(c1)C(=O)N([C@@H](C)CO)C[C@H](C)[C@@H](CN(C)C(=O)CC1CC1)O2	-10.0	·
C[C@H]1CN([C@@H](C)CO)C(=O)c2cc(NS(=O)(=O)c3cccs3)ccc2O[C@@H]1CN(C)Cc1ccc(C(=O)O)cc1	·	-3.0
O=C(NCCCn1cc(Br)cn1)Nc1ccccc1C(F)(F)F	-4.9	0.6
COc1ccc(CN(C)C[C@H]2Oc3ccc(NC(=O)Nc4ccc(OC)cc4)cc3C(=O)N([C@@H](C)CO)C[C@H]2C)cc1	8.0	1.7
CCc1cccc(C)c1NC(=O)CSc1n[nH]c(-c2ccccc2Cl)n1	-10.2	-6.1

Reprinted from the part before: four entries, then new ones.
Structure	mut p53 react	STK33 inh
C[C@H]1CN([C@@H](C)CO)C(=O)c2cc(NS(=O)(=O)c3cccs3)ccc2O[C@@H]1CN(C)Cc1ccc(C(=O)O)cc1	·	-3.0
O=C(NCCCn1cc(Br)cn1)Nc1ccccc1C(F)(F)F	-4.9	0.6
COc1ccc(CN(C)C[C@H]2Oc3ccc(NC(=O)Nc4ccc(OC)cc4)cc3C(=O)N([C@@H](C)CO)C[C@H]2C)cc1	8.0	1.7
CCc1cccc(C)c1NC(=O)CSc1n[nH]c(-c2ccccc2Cl)n1	-10.2	-6.1
COc1ccc([N+](=O)[O-])cc1N(CC(=O)Nc1cc(Cl)ccc1Cl)S(C)(=O)=O	-2.4	0.4
CC(C)NC(=O)Nc1ccc2c(c1)C(=O)N([C@H](C)CO)C[C@H](C)[C@@H](CN(C)C(=O)Nc1ccc3c(c1)OCO3)OCCCC[C@@H](C)O2	·	0.6
COc1ccc(-n2c(SCC(N)=O)nnc2-c2cccnc2)cc1	-2.5	1.5
CC(=O)c1cccc(NC(=O)CCN2C(=O)c3ccccc3C2=O)c1	21.0	-2.1
C=C1CC[C@H]2[C@](C)(CCC[C@]2(C)C(=O)OC)[C@H]1CC/C(C)=C/C(=O)O	7.8	-4.4
Cc1ccc(N(C(C)C(=O)Nc2cccc(C(F)(F)F)c2)S(C)(=O)=O)cc1 (centres undefined)	-5.0	3.8
CC(C)NC(=O)Nc1cccc2c1O[C@@H](CN(C)Cc1ccc(Oc3ccccc3)cc1)[C@H](C)CN([C@H](C)CO)C2=O	-22.6	·
COc1ccc(NC(=O)N(C)C[C@@H]2Oc3cc(C#CCC(C)C)ccc3S(=O)(=O)N([C@H](C)CO)C[C@H]2C)cc1	-32.6	·
CC(C)NC(=O)N(C)C[C@@H]1Oc2ccc(NC(=O)NC3CCCCC3)cc2C(=O)N([C@@H](C)CO)C[C@@H]1C	2.1	0.9
Cc1ccccc1C(=O)Nc1ccc2nc(SCC(=O)Nc3ccc([N+](=O)[O-])cc3)sc2c1	20.0	-4.7
COc1cc(C(=O)OCC2(O)COC(OCC3OC(Oc4c(OC)cc(CO)cc4OC)C(O)C(O)C3O)C2O)cc(OC)c1O (centres undefined)	9.5	-0.4
COc1cc2nc3occc3c(OC)c2cc1OCC(O)C(C)(C)O (centres undefined)	-1.9	4.6
CC(C)NC(=O)Nc1ccc2c(c1)C(=O)N([C@@H](C)CO)C[C@H](C)[C@@H](CN(C)C(=O)c1ccncc1)OCCCC[C@H](C)O2	1.6	·
COc1ccc(CN(C)C[C@H]2Oc3ccc(NS(=O)(=O)c4ccccc4)cc3C(=O)N([C@@H](C)CO)C[C@@H]2C)cc1	·	0.5
CC(C)NC(=O)N(C)C[C@@H]1Oc2ncc(-c3ccc(F)cc3)cc2C(=O)N([C@H](C)CO)C[C@@H]1C	·	-2.4
O=C(NCc1ccccc1)C1=C[C@@H](c2cccs2)C[C@@H](OCCCCO)O1	·	2.6
CC(=O)N(C)C[C@@H]1Oc2cc(-c3ccccc3F)ccc2S(=O)(=O)N([C@H](C)CO)C[C@@H]1C	5.5	·
Cc1noc(C)c1S(=O)(=O)N(C)C[C@@H]1Oc2ccc(NS(=O)(=O)c3cccs3)cc2C(=O)N([C@H](C)CO)C[C@@H]1C	9.2	·
CCc1ccc(N(CC(=O)NC)S(C)(=O)=O)cc1	-13.0	0.4
Cc1cc([N+](=O)[O-])nn1CC(=O)NCc1ccccc1	-7.7	5.4

Structural class: the compounds so far containing bromine
Structure	mut p53 react	STK33 inh
COCCCNC(=O)c1cc(-c2ccccn2)nc2ccc(Br)cc12	7.3	7.5
O=C(NCCCn1cc(Br)cn1)Nc1ccccc1C(F)(F)F	-4.9	0.6

Later entries.
The line under a structure holds: mut p53 react | STK33 inh
> C[C@@H]1CCCCO[C@@H](CN(C)C(=O)Nc2ccc(F)cc2)[C@@H](C)CN([C@H](C)CO)C(=O)c2cc(NC(=O)NC3CCCCC3)ccc2O1
 : -2.4 | 0.3
> C=CCOC(=O)[C@@H]1[C@H]2C(=O)O[C@H](c3ccccc3)[C@H](c3ccccc3)N2[C@H](c2ccc(OCCOC(=O)[C@@H]3C[C@@H]4C(=O)N[C@@H](Cc5ccccc5)C(=O)N4[C@@H]3c3ccc(O)cc3)cc2)[C@@]12C(=O)Nc1ccc(I)cc12
 : · | 13.6
> C[C@@H]1CCCCO[C@H](CN(C)C(=O)Nc2ccc3c(c2)OCO3)[C@@H](C)CN([C@H](C)CO)C(=O)c2cc(N(C)C)ccc2O1
 : · | -1.1
> C[C@H]1CCCCO[C@@H](CN(C)S(=O)(=O)c2ccccc2)[C@@H](C)CN([C@@H](C)CO)C(=O)c2cc(NC(=O)C3CCCCC3)ccc2O1
 : -13.7 | ·
> O=C(COc1ccccc1)Nc1ncc2c(n1)CCCC2=O
 : -4.0 | -0.3
> COc1ccc(C)cc1NC(=O)CS(=O)(=O)c1ccccc1
 : -6.1 | -1.0
> c1cnc(SCCCCOc2ccc3c(c2)CCC3)nc1
 : 70.9* | -4.4
> Cc1cc(OCC(=O)Nc2ccc(O)c(-c3nc4ccccc4s3)c2)ccc1Cl
 : -24.6 | 0.3
> C[C@@H]1CN([C@@H](C)CO)C(=O)c2cc(NS(=O)(=O)c3cn(C)cn3)ccc2O[C@H]1CN(C)S(=O)(=O)c1cccs1
 : · | 1.1
> O=C(C[C@H]1C[C@H]2c3cc(NC(=O)Nc4ccc(C(F)(F)F)cc4)ccc3O[C@H]2[C@H](CO)O1)NCc1ccc2c(c1)OCO2
 : 5.5 | ·
> CSc1nc(N)nc(SC(C(=O)O)c2ccccc2)c1C#N (centres undefined)
 : 11.1 | 10.2
> C[C@@H]1CN([C@@H](C)CO)C(=O)c2cc(N(C)C)ccc2O[C@@H](C)CCCCO[C@H]1CN(C)Cc1ccccc1
 : -6.9 | ·
> C[C@H](CO)N1C[C@H](C)[C@H](CN(C)Cc2ccncc2)Oc2ccc(NC(=O)Cn3cnnn3)cc2CC1=O
 : · | 5.1
> O=C(COc1ccc(S(=O)(=O)NC2CCCCC2)cc1Cl)N1CCOCC1
 : -8.7 | -2.4
> O=[N+]([O-])c1ccc(N2CCN(S(=O)(=O)c3cccs3)CC2)cc1NCc1ccco1
 : 13.0 | -1.9
> COc1ccc(S(=O)(=O)N(CC(=O)N2CCOCC2)C2CCCCC2)cc1OC
 : -16.5 | 0.8
> C[C@H](CO)N1C[C@H](C)[C@@H](CN(C)C)Oc2c(NS(=O)(=O)c3cn(C)cn3)cccc2C1=O
 : -5.0 | ·
> C[C@@H]1CN([C@H](C)CO)C(=O)c2cc(NC(=O)NC3CCCCC3)ccc2O[C@H]1CN(C)S(=O)(=O)c1cccs1
 : -3.6 | -0.3
> C[C@@H]1CCCCO[C@@H](CN(C)Cc2ccc(C(F)(F)F)cc2)[C@@H](C)CN([C@H](C)CO)C(=O)c2cc(NS(C)(=O)=O)ccc2O1
 : · | -2.0
